DAX1 inh-1 – DAX1 (NR0B1) inhibitors on StAR promoter, primary screen, cell-based, luminescence, SF-1 (NR5A1), full-length DAX-1; HEK293T StAR-luciferase reporter, SF-1/DAX-1 repression relief; inhibition, % at 6.8 µM; actives 1.1% (n = 370,000); AID 652010, 2013;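 active means inhibition above the mean over all tested compounds plus 3 SD, cut at about 3.6% in these data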;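 further: 0% = DAX-1 cells with DMSO and 100% = cells lacking DAX-1 with DMSO; higher inhibition means more luminescence from relief of DAX-1 repression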
ADAM17 inh – ADAM17 inhibitors, primary screen, biochemical, QFRET. recombinant ADAM17, EDANS/DABCYL FRET peptide cleavage. inhibition, % at 6.95 µM. actives 0.83% (n = 370,000);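 active means inhibition above the mean of compounds lying between control limits plus 3 SD, set per campaign, cut at about 8.5% in these data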;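 further: 0% = DMSO-only wells as the low control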
Target sequence (P78536 215-824 limits assumed): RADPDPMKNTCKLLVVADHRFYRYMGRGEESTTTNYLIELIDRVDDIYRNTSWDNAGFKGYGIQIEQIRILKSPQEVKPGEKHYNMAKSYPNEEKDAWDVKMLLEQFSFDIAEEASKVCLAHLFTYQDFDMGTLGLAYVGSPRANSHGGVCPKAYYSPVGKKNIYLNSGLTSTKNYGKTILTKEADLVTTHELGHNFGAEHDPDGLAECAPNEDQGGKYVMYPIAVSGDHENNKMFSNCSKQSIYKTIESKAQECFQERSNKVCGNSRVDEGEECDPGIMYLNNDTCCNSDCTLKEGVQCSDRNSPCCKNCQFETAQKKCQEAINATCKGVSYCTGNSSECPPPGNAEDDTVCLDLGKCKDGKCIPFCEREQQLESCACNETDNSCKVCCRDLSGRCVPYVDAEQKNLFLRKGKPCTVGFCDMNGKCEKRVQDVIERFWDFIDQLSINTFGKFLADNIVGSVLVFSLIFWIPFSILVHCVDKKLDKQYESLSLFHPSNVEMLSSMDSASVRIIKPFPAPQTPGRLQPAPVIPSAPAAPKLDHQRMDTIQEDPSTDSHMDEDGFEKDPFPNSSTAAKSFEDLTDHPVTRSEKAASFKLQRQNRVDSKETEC
SMARCA2 act – SMARCA2 (BRM) function activators, primary screen, cell-based, luminescence, high throughput; activation, % at 9.1 µM; MG213 cells, MMTV-luciferase reporter, dexamethasone, overnight; AID 652017, 2013; actives 1% (n = 370,000); in the data active means activation above about 7.8%;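 further: 0% = vehicle wells and 100% = reference activator wells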
NPR1 activator – GC-A stimulated cGMP production enhancers – HEK293 GC-A cells, cGMP TR-FRET, EC30 ANP, primary screen | Atrial natriuretic peptide receptor 1 (Homo sapiens), P16066 | 0% at EC30 ANP, 100% saturating ANP | activation, % at 10 µM | actives 0.14% (n = 370,000); in the data active means activation above about 40%
PG9 binder – binders of HIV-1 gp120 antibody PG9, primary screen, biochemical, TR-FRET. HIV-1 gp120 / PG9 antibody interaction. TR-FRET gp120-PG9 antibody binding. inhibition, % at 6.7 µM. actives 0.43% (n = 360,000). AID 624416, 2012; in the data active means inhibition above about 8.5%
DAX1 inh-2 – DAX1 (NR0B1) inhibitors, primary screen, cell-based, HEK293, Gal4-DAX1, luciferase luminescence | Nuclear receptor subfamily 0 group B member 1 (Homo sapiens), P51843 | HEK293 Gal4-DAX1 luciferase reporter | inhibition, % at 6.75 µM | actives 0.99% (n = 340,000) | AID 504766, 2011;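 active means inhibition above the mean over all tested compounds plus 3 SD, cut at about 4.2% in these data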;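 further: 0% = DAX1-transfected cells with DMSO and 100% = empty-vector control cells with DMSO; inhibition shows as a rise in luminescence from relieved DAX1 repression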
Target sequence (P51843 207-470 limits assumed): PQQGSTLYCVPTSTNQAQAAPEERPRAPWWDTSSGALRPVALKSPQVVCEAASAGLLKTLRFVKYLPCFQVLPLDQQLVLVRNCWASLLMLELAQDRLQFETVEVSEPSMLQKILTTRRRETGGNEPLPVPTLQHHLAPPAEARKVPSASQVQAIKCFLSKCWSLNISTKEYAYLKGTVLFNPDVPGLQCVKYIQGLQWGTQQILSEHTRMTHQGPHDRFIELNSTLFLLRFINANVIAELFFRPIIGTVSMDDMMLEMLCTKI
hcDAF-12 act – H. contortus DAF-12 nuclear receptor activators, primary screen, cell-based, luminescence, HEK293, lit1-tk-luc reporter. actives 1.4% (n = 370,000). AID 652067, 2013. activation, % at 6.8 µM. HEK293 hcDAF-12 lit1-tk-luc reporter; 0% DMSO, 100% Δ7-dafachronic acid;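 active means activation above the mean of all tested compounds plus 3 SD, cut at about 5.5% in these data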;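 further: 100% = response to 3 µM Δ7-dafachronic acid high control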
hgDAF12 agonist – H. glycines DAF-12 receptor agonists, primary screen, cell-based, luminescence, HEK293, GAL4 fusion, UAS-luciferase; AID 687014, 2013; Nuclear hormone receptor DAF-12 (Heterodera glycines), GAL4 fusion; HEK293 GAL4-hgDAF12 UAS-luciferase reporter, agonist luminescence; normalized to butyrate control; activation, % at 6.8 µM; actives 1.8% (n = 370,000);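 active means activation above a cutoff set at the mean of all screened compounds plus 3 SD, cut at about 10% in these data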;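 further: 0% = DMSO wells and 100% = sodium butyrate wells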
ssDAF12 agonist – S. stercoralis DAF-12 nuclear receptor activators, primary screen, cell-based, luminescence, HEK293, GRIP1 co-expression, lit1-tk-luc. actives 1% (n = 370,000). activation, % at 6.8 µM. HEK293 ssDAF-12/GRIP1 lit1-tk-luc reporter; % of 3 µM dafachronic acid response;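 active means activation above the mean over all tested compounds plus 3 SD, cut at about 0.9% in these data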;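 further: 0% = DMSO-only wells and 100% = 3 µM delta7-dafachronic acid wells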
GAA850 FXN act – FXN promoter activators, primary screen, cell-based, luciferase luminescence, HEK293 lucGAA850. actives 0.56% (n = 360,000). activation, % at 6 µM. HEK293 lucGAA850 FXN promoter luciferase reporter, 24 h; percent of 10 µM SAHA response;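 active means activation above the average of all compounds screened plus 3 SD, cutoff fixed separately per campaign, cut at about 7.5% in these data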;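 further: 0% = DMSO wells and 100% = 10 µM SAHA wells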
ADAM10 inh – human ADAM10 inhibitors, primary screen, biochemical, QFRET, HTS. Disintegrin and metalloproteinase domain-containing protein 10 (Homo sapiens), O14672. recombinant ADAM10, EDANS/DABCYL FRET peptide cleavage, 3 h. inhibition, % at 7 µM. actives 0.62% (n = 370,000). AID 720582, 2013;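 active means inhibition above a per-campaign cutoff equal to the mean of compounds falling between control-based bounds plus 3 SD, cut at about 20% in these data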;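 further: 0% = DMSO wells while the 100% control is not disclosed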
* marks the source's active call; other numbers are inactive results; i = inactive; . = no result given. Rows were taken by chance; overall some 6.8% were active at least once.

cpd	mol	GAA850 FXN act	hgDAF12 agonist	PG9 binder	DAX1 inh-2	ADAM10 inh	NPR1 activator	ADAM17 inh	SMARCA2 act	DAX1 inh-1	hcDAF-12 act	ssDAF12 agonist
1	CC(=O)c1ccc(S(=O)(=O)Nc2ccc(C(=O)N(C)CC(=O)Nc3cccc(C)c3C)cc2)cc1	1.8	-1.4	1.3	1.0	-19	2	-7	-1	-0.3	-0.3	-1.3
2	CCc1nc2ccc(C(=O)NCCc3ccccn3)cn2c1N(CC)Cc1cccc(Br)c1	-4.2	-2.7	-1.7	.	-9	-7	-3	-2	-0.7	-2.4	-1.6
3	COc1ccc(-c2ccc(-c3cc(=O)oc4c(C(C)C)ccc(C)c34)cc2)cc1	-1.4	2.4	0.3	0.3	-12	0	-6	-6	2.4	-2.1	-1.4
4	CCCOc1ccc2c(CC)cc(=O)oc2c1C	3.9	2.1	0.4	-1.2	-229	-1	-70	-1	0.0	-1.0	-1.3
5	CSCCC(NC(=O)c1ccc(Cl)cc1Cl)C(=O)N1CCN(C(=O)c2ccccc2)CC1 (centres undefined)	1.3	2.7	-0.6	-0.3	-18	0	-1	-2	-0.1	1.2	-1.1
6	O=C(NCC(=O)N1CCN(c2ccc([N+](=O)[O-])cc2)CC1)c1ccco1	-1.8	3.3	-1.0	-0.2	1	-3	2	-1	-0.4	-0.8	-1.0
7	Cc1ccc(NC(=O)OCCCN2C(=O)CCC23CCC(C)CC3)cc1C (centres undefined)	.	-2.5	.	.	11	-6	4	-4	-0.9	1.3	-1.2
8	CCOc1ccc(CN(C)C(=O)CNC(=O)c2ccccc2)cc1	2.3	-1.7	-0.1	-1.6	3	1	0	-2	-0.1	-2.9	-1.1
9	Cc1csc(NS(=O)(=O)c2ccc(Cl)cc2)n1	1.4	2.2	0.6	-0.1	-2	1	-2	-3	0.5	-1.1	-0.4
10	COc1cc(C(=O)OCCCN(C)C)cc(OC)c1OC	0.9	-0.3	-0.4	-0.2	-3	5	-2	-1	-0.1	-1.9	-1.5
11	Cc1cc(NC(=O)c2ccc([N+](=O)[O-])cc2)no1	-0.2	-0.3	-1.1	-1.0	3	-2	-3	-2	0.2	-1.9	-0.5
12	Cc1ccc(NC(=O)CN(C)C(=O)COC(=O)C(C)(C)Oc2ccc(Cl)cc2)cc1	3.5	-0.9	-2.2	0.1	-3	-1	3	-2	-0.4	3.7	-0.5
13	Cc1cc(CN(C)C(=O)c2cc(COc3ccc4ncccc4c3)on2)on1	-1.6	-4.1	-0.3	-5.9	-9	0	-3	-5	-2.6	-4.2	-3.0
14	Oc1ccc(N=Cc2cc(Br)c(N3CCOCC3)o2)cc1	1.2	-1.4	-2.5	1.1	1	-3	0	-4	-0.6	-1.3	-0.9
15	C=CCn1c(SCC(=O)Nc2c(C)n(C)n(-c3ccccc3)c2=O)nc2sc(C)c(-c3ccccc3)c2c1=O	1.3	-0.6	0.6	-0.4	-7	-12	3	3	-0.7	-2.3	-1.1
16	Cc1cccc(-c2cc(NCCc3cccnc3)n3nccc3n2)c1	-1.4	-1.1	-0.8	.	i	2	-225	-4	-2.8	-1.8	-1.0
17	CN(C)c1ncnc2c1ncn2[C@H]1CN(Cc2ccc(Cl)cc2)C[C@@H](CO)O1	-0.2	-1.1	0.6	.	-8	-3	-3	2	0.4	-1.6	-1.3
18	COC(=O)CN(Cc1ccco1)S(=O)(=O)c1ccccc1	0.6	-1.1	-2.0	0.6	2	6	1	0	-0.2	0.8	-1.3
19	CCOC(=O)N1CCC(NC(=O)c2ccc3c(c2)sc2nc(-c4ccccc4)cn23)CC1	-0.8	-5.1	21*	-4.1	-39	4	-14	-6	-2.3	-4.4	-2.1
20	COCc1cc(C)nc2sc3c(=O)oc(C)nc3c12	0.1	-1.7	-2.1	0.1	-5	6	-4	0	-0.7	-0.8	-0.8
21	O=c1[nH]c2sc3c(c2c2nncn12)CCCC3	0.3	-1.3	-0.7	-1.0	-26	-1	-12	-2	-0.7	-1.2	-1.6
22	CC1CC(C)CN(CCCNC(=O)c2ccc3c(c2)NC(=O)C(N2CCCCC2)S3)C1 (centres undefined)	-2.6	-0.8	-0.3	-0.6	-12	-1	-7	-2	-0.2	-0.2	-1.4
23	O=S(=O)(c1cc(Cl)ccc1Cl)n1cccn1	0.1	2.4	-0.8	1.7	-2	1	-1	-1	0.0	-0.7	-1.3
24	COc1cc2oc(=O)ccc2cc1[C@@H](O)[C@@H]1OC(C)(C)OC1(C)C	0.0	3.0	-0.6	1.8	-246	1	-68	2	-0.4	0.8	-0.9
25	CC(=O)Nc1ccc(NC(=O)CCCc2c[nH]c3ccccc23)cc1	1.3	-1.3	0.1	5.0*	-3	-4	-2	-1	0.0	0.0	-1.1

Only DAX1 inh-2 and GAA850 FXN act, for some of the entries so far:
| nr | Compound | DAX1 inh-2 | GAA850 FXN act |
| --- | --- | --- | --- |
| 13 | Cc1cc(CN(C)C(=O)c2cc(COc3ccc4ncccc4c3)on2)on1 | -5.9 | -1.6 |
| 14 | Oc1ccc(N=Cc2cc(Br)c(N3CCOCC3)o2)cc1 | 1.1 | 1.2 |
| 15 | C=CCn1c(SCC(=O)Nc2c(C)n(C)n(-c3ccccc3)c2=O)nc2sc(C)c(-c3ccccc3)c2c1=O | -0.4 | 1.3 |
| 16 | Cc1cccc(-c2cc(NCCc3cccnc3)n3nccc3n2)c1 | . | -1.4 |

(continued)
cpd	mol	GAA850 FXN act	hgDAF12 agonist	PG9 binder	DAX1 inh-2	ADAM10 inh	NPR1 activator	ADAM17 inh	SMARCA2 act	DAX1 inh-1	hcDAF-12 act	ssDAF12 agonist
26	CCOc1ccc(C2c3c(oc4ccccc4c3=O)C(=O)N2CCCN2CCOCC2)cc1OCC (centres undefined)	3.1	-2.0	0.8	-0.4	-69	13	-20	0	-0.9	-2.1	-1.1
27	COc1cc(OC)nc(Nc2nc(C(N)CCc3ccccc3)cs2)n1 (centres undefined)	9.0*	0.4	-0.2	.	3	-20	2	-7	-1.0	-2.5	-1.6
28	COc1ccc(C(=O)OCn2nnc3ccccc3c2=O)cc1OC	0.0	-0.2	-1.7	1.3	0	1	-1	1	-0.2	-0.6	-0.7
29	CC1CCCCC12NC(=O)N(CC(=O)Nc1ccccc1F)C2=O (centres undefined)	-0.2	1.1	-0.6	0.8	-11	-4	0	-2	1.1	0.1	0.5
30	COCCNC(=O)C1(C)CCCN(Cc2csc3ccccc23)C1 (centres undefined)	0.8	-3.4	-0.3	.	-3	0	1	-3	-0.2	-0.7	-1.0
31	O=C(CCCc1nc2ccccc2s1)NCc1cccnc1	3.6	0.5	-1.1	1.2	-5	4	-1	3	0.7	-1.0	-1.4
32	COC(=O)C1CCN(c2cc(=O)n(-c3ccc(OC)cc3)c(=O)[nH]2)CC1	-0.7	-1.5	-3.1	0.4	-5	-2	-2	-4	0.6	0.3	-1.0
33	CCC1(c2ccc(OC)cc2)NC(=O)N(CC(=O)N2CCc3ccccc32)C1=O (centres undefined)	-0.3	-1.2	-0.2	-0.6	3	-1	-1	-1	0.3	0.9	-0.8
34	Cc1nc2ccc([N+](=O)[O-])cc2c(=O)n1Cc1cccc(F)c1	0.8	-2.1	-3.7	-0.5	4	7	-6	-1	-0.2	1.4	-0.5
35	CC(C)CCNC(=O)Cn1cc2c(n1)CCCCC2	-0.2	0.2	-2.6	-1.0	-8	3	-2	-1	0.7	2.0	-1.1
36	COCCOc1cnn(-c2cc(Oc3ccc(C)cc3)ncn2)c(=O)c1Cl	0.4	0.8	1.4	-0.6	1	0	-3	-1	1.7	0.0	-1.4
37	Cc1ccc(Cl)cc1NC(=S)NCc1cccn1C	-0.4	-0.1	0.3	-0.9	-8	-2	-2	-3	-0.5	-0.5	-0.9
38	COc1ccccc1CNS(=O)(=O)c1cc(C(=O)NCC2CCCO2)c(Cl)cc1Cl (centres undefined)	-1.8	1.8	2.6	1.0	-10	-3	0	-4	0.7	-2.3	-0.4
39	NNC(=O)c1ccc(O)cc1O	4.2	-0.4	-0.7	0.8	-10	-4	-1	0	0.2	-2.0	-0.9
40	Cc1cccc(COc2ccc(/C=N/NC(=O)c3nnn(-c4nonc4N)c3COc3ccc(F)cc3)cc2)c1	-1.0	0.7	-0.2	3.3	-1	0	-4	-1	-0.3	3.3	-1.3
41	COc1ccc(-c2coc3c(C(=O)Nc4cc(OC)c(OC)c(OC)c4)cccc23)c(C)c1	-8.0	0.4	-0.6	.	-7	-2	-2	-4	-6.1	-4.5	-1.7
42	CNCCCOc1ccc(C)cc1OC	1.9	1.8	1.8	-0.9	2	-6	-4	-3	0.1	-0.9	-0.6
43	COc1cc(/C=C(\C#N)C(=O)Nc2ccc(C(=O)O)cc2)ccc1OC(=O)c1cccc(F)c1	0.6	0.8	0.0	-0.4	3	0	-6	-2	-0.1	-1.5	-1.3

Screens: PubChem, several laboratories
